# USP2a inh – inhibitors of human ubiquitin-specific protease USP2a; O75604; USP2 core, Ub-CHOP2 coupled fluorogenic reporter, 485/531; Potency, µM (doses to about 38.3 µM), for the others: at the highest dose activity change, negative = inhibition, most hits filed as inhibitors; 330,000 tested, 0.01% active; AID 463254;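 further: potency means the concentration at half of the fitted maximal effect; plate controls were DMSO wells for no effect and full inhibition by NEM control for full effect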
#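 Cell-free coupled assay: 10nM USP2 core preincubated 30min RT with compound in Tris-HCl pH 8.0/CaCl2/CHAPS buffer, then 25nM Ub-CHOP2 and 25nM reporter substrate; fluorescence (Ex 485/Em 531) read after 60min RT, normalized to NEM inhibition, concentration-response curves fitted.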
# Eya2 phos inh – inhibitors of human Eya2 phosphatase activity. recombinant Eya2, OMFP fluorescence dephosphorylation (OMFP is methylfluorescein phosphate). 330,000 tested, 0.006% active. O00167. Potency, µM (doses to about 76.9 µM), inactives show at the highest dose activity, negative = inhibition, hits mostly inhibitors; further: potency means the concentration at half of the fitted maximal effect
# Target sequence (O00167 whole entry, looked up): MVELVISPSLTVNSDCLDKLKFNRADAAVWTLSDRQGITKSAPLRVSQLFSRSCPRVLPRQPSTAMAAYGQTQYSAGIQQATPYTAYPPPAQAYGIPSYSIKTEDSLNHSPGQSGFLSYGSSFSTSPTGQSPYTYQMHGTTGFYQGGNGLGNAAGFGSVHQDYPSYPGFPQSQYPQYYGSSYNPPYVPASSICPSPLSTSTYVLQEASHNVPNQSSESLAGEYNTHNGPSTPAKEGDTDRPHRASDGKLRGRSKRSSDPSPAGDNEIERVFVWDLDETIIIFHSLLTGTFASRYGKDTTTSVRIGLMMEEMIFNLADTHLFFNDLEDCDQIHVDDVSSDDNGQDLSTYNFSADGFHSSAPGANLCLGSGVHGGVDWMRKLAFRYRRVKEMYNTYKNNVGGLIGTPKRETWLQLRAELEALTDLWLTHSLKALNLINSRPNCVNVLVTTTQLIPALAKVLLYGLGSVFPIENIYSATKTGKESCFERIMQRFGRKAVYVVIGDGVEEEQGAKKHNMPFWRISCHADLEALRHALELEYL
#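 Eya2 (0.2 uM) preincubated 10 min at ambient with compound, then OMFP substrate added at 50 uM; 10 min reaction in 50 mM HEPES pH 7.5, 50 mM NaCl, 5 uM MgCl2, 0.05% BSA, 1 mM DTT. Fluorescence read at Ex 485/Em 525 nm.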
# BCR signal inh – blocks chronic active B-cell receptor signaling; 340,000 tested, 0.05% active; ABC-DLBCL IkBa-CBG/CBR reporter, luminescence ratio, 4 h; Potency, µM (titrated, usually from 46.1 µM), without a hit: top-dose ratio change, negative = lower green/red ratio, most hits filed as inhibitors; active means well fitted inhibition curve with a large enough effect in the signal ratio, with a control signal flat, not every such curve was filed as active; inconclusive means small, poorly fitted or top-dose-only effect, or effect the other way, or a change in a side signal; the % refers to the signal ratio;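 further: potency means the concentration at half of the fitted maximal effect; plate controls were basal doxycycline-induced cells for no effect and cells given 10 µM MG132 for full effect; MG132 reads +100%, hits lower the ratio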
#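 TMD8 ABC-DLBCL cells carrying doxycycline-inducible green luciferase fused to IkappaBalpha plus unfused red luciferase were exposed to compounds (up to 46 uM) for 4 hrs at 37C. Activity came from the overlap-corrected green/red luminescence ratio.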
# uPA generation – blocks generation of uPA at the cell surface | cell surface uPA generation assay, qHTS | 330,000 tested, 0.31% active | Potency, µM (highest dose often 38.3 µM), inactives show top-dose activity change, negative = inhibition, usual class: inhibitors; active means well fitted inhibition curve with a large enough effect; inconclusive means small, poorly fitted or top-dose-only effect; inactive means no such curve, though single readings can be large or run the other way; tested in mouse RAW 264.7 cells; further: potency means the concentration at half of the fitted maximal effect; nearly all actives have a fitted effect of over 55% in size
# KCNH2 WT inh – KCNH2 (human, wildtype) channel inhibition | AID 720551 | Q12809 | 340,000 tested, 0.37% active | U2OS, BacMam KCNH2, thallium flux FluxOr; hits give low values | activity change, % at 1.84 µM;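 active means maximum activity change below -70%; inconclusive means maximum activity change between -70% and -50%; inactive means maximum activity change above -50%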
#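 U2OS cells transduced with wild-type KCNH2 virus are loaded with FluxOr dye for 45 min, and thallium flux is measured in kinetic reads before and after stimulation buffer. Rate constants are normalized to DMSO controls.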
# PKM2 act – PKM2 (human) enzyme activation. purified PKM2, Kinase-Glo ATP luminescence, activation; response scale: 0% is enzyme alone, no compound. Potency, µM (highest dose often 57.5 µM), for inactives: top-dose activation, most hits filed as activators. 260,000 tested, 0.34% active. AID 1631; further: potency means the concentration at half of the fitted maximal effect; nearly all actives have a fitted effect of over 55% in size
#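 hPK-M2, >95% pure; 0.1 mM ADP / 0.5 mM PEP final; imidazole pH7.2 buffer w/ 7 mM MgCl2, 50 mM KCl; 1 h RT; Kinase-Glo lum. Intermediate enzyme activity for dual inhibitor/activator qHTS.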
# FBPA coupling cs – inhibits coupling enzyme system, counter-screen for aldolase hits | 290,000 tested, 0.67% active | AID 2472 | activity change, negative = inhibition, % at 58.2 µM, hits read low | coupling enzyme system counterscreen, AmpLite Red fluorescence; in the data active means activity change below about -30%
#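 Compounds tested against the coupling enzymes alone at 57.5 uM final; readout was AmpLite Red fluorescence (525/598 nm) after 20 min at RT.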
# B2AR arrestin – recruits beta-arrestin to the human beta2-adrenergic receptor | beta-arrestin recruitment to beta2AR, cell-based reporter | Potency, µM (titrated, usually from 46.1 µM), inactives show at the top dose activation, hits mostly activators | 330,000 tested, 0.02% active;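 further: potency means the concentration at half of the fitted maximal effect; 0% = DMSO controls and full agonism = EC100 isoproterenol or metaproterenol; nearly all actives have a fitted effect of over 65% in size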
# Target sequence (P07550 whole entry, looked up): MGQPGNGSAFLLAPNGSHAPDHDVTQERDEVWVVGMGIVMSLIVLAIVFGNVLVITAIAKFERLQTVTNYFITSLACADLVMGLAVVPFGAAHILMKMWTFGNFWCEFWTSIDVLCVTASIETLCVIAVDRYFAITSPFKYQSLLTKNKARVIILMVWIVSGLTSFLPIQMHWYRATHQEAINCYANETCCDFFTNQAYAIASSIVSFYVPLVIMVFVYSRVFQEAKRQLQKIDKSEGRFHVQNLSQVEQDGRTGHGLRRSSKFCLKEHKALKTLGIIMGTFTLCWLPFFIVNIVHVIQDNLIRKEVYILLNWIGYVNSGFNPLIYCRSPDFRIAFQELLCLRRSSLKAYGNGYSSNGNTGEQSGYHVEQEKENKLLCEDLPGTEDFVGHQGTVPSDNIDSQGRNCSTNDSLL
# Giardia kill – Giardia lamblia killing | Giardia lamblia trophozoite viability | AID 540267 | 340,000 tested, 0.15% active | activity change, % at 7.66 µM, hits read low; in the data active means activity change below about -80%; inconclusive means between about -30% and that limit;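 further: parasites exposed to compound for two days anaerobically before the ATP read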
#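 Anaerobic 48 hrs incubation at 37 deg C of 100 trophozoites/well with test compounds; ATPLite 1-Step luminescence, 15-30 min RT, reports cellular ATP as viability.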
# GALK inh – blocks human galactokinase activity. P51570. Purified GALK, Kinase-Glo residual ATP luminescence. Potency, µM (top dose mostly 57.5 µM), without a hit: at the top dose activity change, negative = inhibition, usual class: inhibitors. 270,000 tested, 0.007% active. AID 1868; further: potency means the concentration at half of the fitted maximal effect
#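 Quantitative HTS: GALK 5 nM, ATP 35 uM, galactose 100 uM, 1 h room temperature, then luciferase-based ATP detection.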
# KCNH2 3.1 inh – blocks the human KCNH2 3.1 channel isoform; activity change, % (tested at about 1.8 µM); U2OS KCNH2 3.1, thallium flux FluxOr; hits give low values; 340,000 tested, 0.95% active; AID 720553;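 active means maximum activity change below -70%; inconclusive means maximum activity change from -70% to -50%; inactive means maximum activity change above -50%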;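 further: thallium influx rate constant from kinetic fluorescence after stimulation buffer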
#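 Channel expression came from 3.1 mutant virus (1.77 x 10^8 /mL) applied to suspended U2OS cells for 4 h. Flux was tracked with FluxOr dye plus Red40 quencher, and kinetic rate constants normalized to controls.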
# An asterisk follows results filed as active; ? = inconclusive; . = not tested or not shown; & = joins results of further samples; [ ] = remark or other dose. Unless noted, the call rests on the fitted dose curve; in most records, active means well fitted curve in the direction sought with a large enough effect; inconclusive means small, poorly fitted or top-dose-only effect, or another doubt; inactive means no such curve, though single readings can be large; an effect the other way counts as inactive or inconclusive. Unless noted, on the % scale 0 is the no-effect control and ±100 the full control effect.
Structure,USP2a inh,Eya2 phos inh,BCR signal inh,uPA generation,KCNH2 WT inh,PKM2 act,FBPA coupling cs,B2AR arrestin,Giardia kill,GALK inh,KCNH2 3.1 inh
O=C(COc1coc(CN2CCc3ccccc3C2)cc1=O)Nc1ccc(F)cc1,0%,-20%,-6%,2%,1,.,.,-0.1%,7,.,7
COC(=O)CNC(=O)CNC(=O)c1nn(-c2ccc(OC)c(OC)c2)c(=O)c2ccccc12,-1%,-3%,-7%,12%,-12,.,-1,0.5%,15,3%,0
CCSc1nc(=S)cc(C)[nH]1,-3%,18%,?,7%,1,14%,-4,-1.1%,2,-2%,-1
O=c1[nH]c2ccccc2n1C1=CCCC1,-2%,5%,?,1%,8,1%,2,-0.3%,-22,12%,-15
Cc1ccc(-c2nc(CSCC(=O)Nc3cc(C)on3)c(C)o2)cc1,2%,0%,?,-11%,-7,?,-5,-0.6%,-13,1%,-1
O=C(CNC(=O)c1ccc(Br)cc1)c1ccccc1,5%,6%,?,-19%,-12,-2%,0,-0.4%,-6,2%,-11
CSc1ccc(/C=N\Nc2nncn2N)cc1,-18%,10%,?,?,-1,.,-2,-0.4%,-15,.,-7
COc1ccc(CCNC(=O)c2cccnc2SC)cc1,2%,4%,-4%,2%,-5,3%,-2,0.0%,0,-1%,19
O=C(NCc1ccco1)c1nc(-c2ccccc2)n(-c2ccccc2)n1,-1%,-2%,6%,4%,0,15%,0,0.0%,4,0%,9
COc1ccc(CC(=O)Nc2cccc(C(=O)O)c2C)cc1,1%,14%,-15%,0%,3,-16%,1,-0.1%,15,1%,-4
COc1cccc(-c2nnc3sc(C4CCCCC4)nn23)c1,-1%,7%,?,0%,-4,-7%,18,0.3%,-18,1%,1
O=C(Nc1ccc(F)cc1)Nc1nnc(Cc2ccccc2)s1,-1%,-11%,8%,4%,-7,2%,1,-0.5%,5,5%,-25
O=C(NC(=S)Nc1nc2c(s1)CCCC2)c1ccc(C(=O)c2ccccc2)cc1,2%,2%,4%,4%,-8,12%,-5,-0.9%,-19,1%,1
O=C(CNC1CCN(Cc2ccccc2)CC1)Nc1ccc(S(=O)(=O)N2CCCCC2)cc1,-2%,-7%,-4%,-24%,29,-1%,2,11%,4,2%,-6
Cc1nc(SCC(=O)Nc2c(C)n(C)n(-c3ccccc3)c2=O)nc(C)c1C,0%,20%,-7%,-1%,-1,-1%,3,0.9%,-8,-2%,-2
CCc1ccc(C(=O)N2CCN(c3ccc(NC(=O)c4cccnc4)cc3)CC2)cc1,0%,4%,?,3%,26,1%,.,0.3%,-8,6%,.
Cc1ccc(S(=O)(=O)n2[nH]c(=O)c(CCO)c2C)cc1,-1%,3%,0%,2%,3,0%,0,-0.1%,14,1%,22
CN1CCN(CCC(=O)Nc2ccc(F)c(F)c2)CC1,0%,-34%,1%,0%,12,9%,0,-0.2%,-1,0%,1
Cc1noc(NS(=O)(=O)c2ccc(NC(=O)COc3ccccc3)cc2)c1C,3%,14%,8%,-1%,14,-1%,9,-0.2%,-5,-3%,-3
CCOC(=O)c1[nH]c(C)c(C(=O)Nc2ccccc2F)c1C,-2%,-1%,?,-14%,1,4%,2,-0.6%,36[activator],-1%,5
CC1CCCCN1c1nnc(NC(=O)c2cc(-c3ccc(Br)cc3)on2)s1 (configuration not stated),-1%,8%,2%,-2%,-6,3%,15,-0.3%,-9,-3%,-11
Cc1ccnc(N2CCC(C(=O)NCc3ccc4c(c3)OCO4)CC2)n1,-1%,5%,-3%,-1%,-195*,21%,2,-0.1%,-11,-1%,-16
Cc1cc(C)n(-c2ccc(Cl)c(C(=O)Nc3cc(C(F)(F)F)ccc3Cl)n2)n1,0%,-4%,3%,4%,-6,9%,3,-0.3%,6,.,2
O=C(NCc1ccco1)C(=O)c1c[nH]c2ccccc12,4%,-1%,?,-1%,4,-2%,0,2.8%,-1,0%,-1
O=C(COc1ccccc1)N1CCN(S(=O)(=O)c2cccc([N+](=O)[O-])c2)CC1,0%,-15%,-5%,2%,7,5%,0,-0.2%,22,6%,9
COc1ccc(-c2cc(=O)oc3cc(OC(C)C(=O)NC(Cc4c[nH]c5ccc(O)cc45)C(=O)O)ccc23)cc1 (configuration not stated),2%,12%,1%,-1%,3,1%,6,-1.1%,28,.,-6
COc1ccc(CCN=Cc2ccccc2O)cc1OC,-1%,0%,?,-1%,-4,6%,0,-0.1%,-10,.,3
O=C1c2ccccc2C(=O)N1Cc1nc2ccccc2c(=O)n1Cc1ccco1,-1%,12%,1%,0%,-3,-5%,1,0.4%,0,1%,-4
FC(F)(F)c1cc(-c2cccs2)nc(NCc2ccco2)n1,4%,-2%,?,-5%,-2,-2%,-2,-0.4%,2,-2%,-45
O=C(NCCN1CCN(c2ccccc2)CC1)C1CCCN(S(=O)(=O)c2cnc[nH]2)C1 (configuration not stated),1%,-21%,1%,1%,3,-1%,2,-0.2%,22,2%,6
O=C(COC(=O)[C@@H]1CC(O)CN1S(=O)(=O)c1ccc2c(c1)OCCO2)NCc1ccc(F)cc1 (some centres not stated),-4%,1%,-11%,-1%,6,19%,1,-0.1%,-3,0%,-15
O=C(NC1CCCC1)C(c1ccccn1)N(C(=O)c1csnn1)C1CCCC1 (configuration not stated),2%,-8%,7%,-3%,-12,5%,2,-0.5%,29,-2%,26
Nc1c(C(=O)NCc2ccco2)nnn1CC(=O)Nc1ccc2c(c1)OCO2,-7%,-10%,?,2%,5,-1%,-1,-0.7%,-15,-2%,8
Cc1ccc(S(=O)(=O)N(C)c2c(C)ccc(S(=O)(=O)NC(C)(C)C)c2C)cc1,3%,1%,13%,-2%,2,1%,-11,0.5%,0,-1%,-15
COc1cc(CN2CCN(C(=O)CC(C)C)CC2)c([N+](=O)[O-])cc1OC,-1%,-11%,-11%,1%,-4,3%,-6,0.0%,-22,0%,12
CCN1CCCC1CNC(=O)c1ccc2c(=O)n(CCOC)c(=O)[nH]c2c1 (configuration not stated),3%,-14%,?,3%,0,-2%,2,-0.3%,-11,-1%,4
O=C(NC1CCCC1)c1cc(S(=O)(=O)N2CCOCC2)c(Cl)cc1Cl,-1%,6%,-2%,-8%,-11,-9%,4,0.0%,13,2%,-8
COc1ccccc1NC(=O)CSc1nc2ccccc2c(=O)n1CC1CCCO1 (configuration not stated),1%,-7%,8%,1%,9,.,-3,0.1%,-17,0%,-2
c1ccc(-c2nc3ccccc3nc2-c2ccccn2)nc1,3%,-19%,?,.,-9,-6%,-11,-0.8%,-5,0%,-12
COc1cccc(OC)c1C(=O)OCC(=O)NC(=O)NCc1ccccc1,2%,2%,0%,3%,-3,4%,1,-1.0%,-11,4%,-24
Cc1cc(C(=O)OCC(=O)c2c(N)n(C)c(=O)n(C)c2=O)c(C)n1-c1ccccc1,-1%,-2%,?,2%,-7,0%,1,-0.3%,10,-4%,-1
Nc1ccccc1S(=O)(=O)c1ccccc1N,2%,-5%,-13%,-9%,4,9%,0,0.0%,9,-2%,6
Cc1cc(Cl)ccc1NC(=O)C(=O)N/N=C/c1ccc2c(c1)OCO2,1%,-6%,-10%,2%,-23,4%,3,0.1%,-5,8%,-7
CN1CC2([N+](=O)[O-])CC=C(Oc3ccccc3)C([N+](=O)[O-])(C1)C2 (configuration not stated),.,.,.,4%,-9,-13%,1,.,18,0%,-12
CCOC(=O)c1cnc(-n2nc(C)cc2C)nc1-n1nc(C)cc1C,3%,14%,-8%,.,2,2%,2,3.0%,20,0%,15
COc1ccc(C(CC(=O)O)NC(=O)COc2ccccc2OC)cc1OC (configuration not stated),-1%,8%,.,3%,-3,0%,-1,-0.3%,-19,-4%,14
Cc1ccccc1NC(=O)CSc1nc2c(c(-c3ccco3)c1C#N)CCCC2,0%,-6%,0%,.,-4,4%,1,-0.3%,3,9%,-3
CCOCCCn1c(SCC(=O)Nc2cccc(OC)c2)nc2ccccc2c1=O,-1%,1%,2%&-6%,9%,11,7%,1,0.9%,-17,-1%,2
Cc1ccc(OCC(=O)NN2C(=O)c3ccccc3C2=O)cc1,-1%,-7%,0%,-40%,-22,10%,3,0.1%,-5,5%,-5
N#CCCN(C(=O)COC(=O)C1CCN(c2ccc(C(F)(F)F)cn2)CC1)c1ccc(F)cc1,-1%,-14%,7%,2%,-2,.,.,-0.7%,-11,.,-40

# Screening results from PubChem.
